Lipid droplet = hepatic lipid droplet formation modulation | AML12 mouse hepatocytes, oleate lipid droplets, BODIPY imaging | inhibition, % at 6.5 µM | 0.4% of 240,000 active | AID 1656;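 active = lipid droplet intensity inhibited by at least 50%, with more than 500 cells counted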
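Test system: AML12 mouse liver cells; schedule: overnight exposure; technique: high-content imaging of BODIPY-stained droplets and DAPI nuclei; read-out: % inhibition of corrected integrated BODIPY droplet signal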
T cell modulator = T cell immune modulation candidate. 0.068% of 330,000 active. 2C CD8+ T cell-vesicle binding, flow cytometry; stronger effect = lower value. calls only at 7 µM;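 active = response, share of CD8 T cells binding vesicles, and their 90th percentile fluorescence all below set limits, cut at about 80% in these data, passing the limit was not always enough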
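Read-out – percent CD8+ FL2 mean versus row control · System – murine 2C transgenic CD8+ T lymphocytes · Times – 1.5 h cell–vesicle binding at 37 °C, then 20 min icy labelling · Control set – naked vesicles low, QL9 vesicles with vehicle high · Detection – cytometric PE anti-B7-1 and Alexa647 anti-CD8 signals after 1% paraformaldehyde fixation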
Lipid droplet cells 6.5 µM = second read-out of Lipid droplet, no call of its own (marks repeat the call); cell count; measured here: cell count, cytotoxicity flag;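 cells counted across two imaged fields per well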
T cell modulator vesicle-bound % = second read-out of T cell modulator, no call of its own (marks repeat the call); double positive events, %; measured here: CD8+ vesicle-bound cell fraction;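 binding gate set so that unloaded-vesicle control wells show 10% double positive cells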
* hit, by the source's call; i = inactive. This is a subset (hit frequency here may not be typical).

The first five entries, to show the layout:
SMILES | Lipid droplet | Lipid droplet cells 6.5 µM | T cell modulator | T cell modulator vesicle-bound %
Cc1ccc(C(=O)NCC(=O)N2CCC3(CC2)NCCc2[nH]cnc23)cc1C | 17 | 727 | i | 25
COc1ccc2c(c1)cc(C(=O)N[C@H](C(=O)N1CCC(C(=O)O)CC1)C(C)C)n2C | 7 | 833 | i | 35
CCc1ccc(NC(=O)CCCN2C(=O)C3CC=CCC3C2=O)cc1 (stereo unspecified) | -5 | 692 | i | 63
COc1ccccc1NC(=O)CCc1nnc2ccc(N3CCN(C)CC3)nn12 | -8 | 668 | i | 37
CN(C)S(=O)(=O)c1ccc(NC(=O)CN2CCCCCC2)cc1 | -7 | 744 | i | 10

Main list, previewed entries included:
SMILES | Lipid droplet | Lipid droplet cells 6.5 µM | T cell modulator | T cell modulator vesicle-bound %
Cc1ccc(C(=O)NCC(=O)N2CCC3(CC2)NCCc2[nH]cnc23)cc1C | 17 | 727 | i | 25
COc1ccc2c(c1)cc(C(=O)N[C@H](C(=O)N1CCC(C(=O)O)CC1)C(C)C)n2C | 7 | 833 | i | 35
CCc1ccc(NC(=O)CCCN2C(=O)C3CC=CCC3C2=O)cc1 (stereo unspecified) | -5 | 692 | i | 63
COc1ccccc1NC(=O)CCc1nnc2ccc(N3CCN(C)CC3)nn12 | -8 | 668 | i | 37
CN(C)S(=O)(=O)c1ccc(NC(=O)CN2CCCCCC2)cc1 | -7 | 744 | i | 10
Cc1ccc(Nc2nc(C(=O)N3CCC(C(=O)NCc4ccccc4)CC3)cs2)cc1 | -62 | 807 | i | 32
Cn1cnc(S(=O)(=O)N2CCN(c3cccc(Cl)c3)CC2)c1 | -10 | 770 | i | 15
CCc1ccc(OCC(=O)OC(C)C(=O)NC2CC2)cc1 (stereo unspecified) | 5 | 874 | i | 5
CC(C)(C)c1ccc(C(=O)C2CCCN(C(=O)CCn3cncn3)C2)cc1 (stereo unspecified) | -2 | 664 | i | 58
COc1cccc(C(=O)Nc2nnc(S(=O)(=O)N3CCOCC3)s2)c1 | -7 | 682 | i | 6
Cc1cc(C)cc(-n2ncc3c2CCCC3NC(=O)c2cc(C)oc2C)c1 (stereo unspecified) | 28 | 683 | i | 8
Cc1cc(=O)oc2cc(OCC(=O)Nc3nccs3)ccc12 | -3 | 651 | i | 57
O=C(CCCC(=O)Nc1ccccc1Br)N/N=C/c1c(F)cccc1Cl | -8 | 772 | i | 46
O=c1oc2cc(O)ccc2cc1-c1ccccc1 | -19 | 806 | i | 42
O=C(O)Cc1sc(NC2CCCCC2)nc1-c1ccc(Cl)cc1 | -8 | 761 | i | 41
CCN1CCCC1CNC(=O)c1ccc2c(c1)NC(=O)/C(=C\c1ccc(OC)c(OC)c1)S2 (stereo unspecified) | -3 | 697 | i | 22
Cc1ccsc1CN(C)C(=O)c1ccc(Oc2ccccc2)cc1 | -3 | 758 | i | 9
Cc1ccc(S(=O)(=O)N2CCN(C(=O)c3c(-c4ccccc4)noc3C)CC2)cc1 | -6 | 801 | i | 16
CCOC(=O)C1CCN(C(=O)Cn2nc(C)n3nc(-c4ccc(CC)cc4)cc3c2=O)CC1 | -7 | 714 | i | 19
Cc1ccc(F)cc1NC(=O)c1sc2ncn(CC(=O)N3CCN(c4ccccn4)CC3)c(=O)c2c1C | 12 | 724 | i | 39
Cc1ccc(-n2ncc(C(=O)NC3CC3)c2C2CCN(C(=O)OC(C)(C)C)CC2)c(C)c1 | 6 | 652 | i | 11
Cc1ccc(NC(=O)c2ccc3snnc3c2)cc1C | 0 | 747 | i | 30
COc1cccc(-c2nc3ccc(C(=O)NC(C)Cc4cccnc4)cc3o2)c1 (stereo unspecified) | 0 | 789 | i | 57
CSc1ccccc1OCc1cc(C(=O)NC(C)Cn2cncn2)no1 (stereo unspecified) | -1 | 789 | i | 18
COc1ccc(OC)c(CCNC(=O)Cn2nc(C)c3c(C)n(-c4ccc(C)cc4)nc3c2=O)c1 | 41 | 730 | i | 33
COc1ccc(CCN(C)CC(=O)Nc2ccc(F)c(Cl)c2)cc1OC | -26 | 819 | i | 18
CC(=O)Oc1cccc(C(=O)Nc2ccccc2C(=O)N2CCCC2)c1 | -13 | 826 | i | 67
COCCc1ncc(CN2CCCCC2C(=O)Nc2ccc(Oc3ccccc3)nc2)cn1 (stereo unspecified) | -18 | 706 | i | 14
Cc1cc(C)n(CCCNC(=O)C2CCC(=O)N(CCc3ccc(Cl)cc3)C2)n1 (stereo unspecified) | -2 | 650 | i | 14
Fc1ccc(C2CCNCC2COc2ccc3c(c2)OCO3)cc1 (stereo unspecified) | -26 | 844 | i | 17
CCOC(=O)c1cccc(NC(=O)CSc2nnc(C)n2CC2CCCO2)c1 (stereo unspecified) | -4 | 788 | i | 26
CCCCc1ccc(NC(=O)NCc2cccnc2)cc1 | 0 | 680 | i | 67
CC(Sc1nccn1C)C(=O)Nc1ccccc1 (stereo unspecified) | 6 | 822 | i | 67
Cc1ccc(/C=N/NC(=O)c2nnn(-c3nonc3N)c2CSc2ccccc2)o1 | 10 | 684 | i | 22
CN(Cc1ccc(C(F)(F)F)cc1)C(=O)c1ccc2ccccc2n1 | -4 | 792 | i | 26
CCN(Cc1ccccc1)C(=O)CCS(=O)(=O)c1cc2c(cc1Cl)NC(=O)CO2 | -76 | 735 | i | 35
Cn1cc(Cl)c(C(=O)OCC(=O)c2ccccc2)n1 | -2 | 827 | i | 30
Cc1ccc2cccc(NS(=O)(=O)c3ccccc3)c2n1 | -23 | 703 | i | 15
CCc1ccc(C(=O)NNC(=O)CCC2CCCCC2)cc1 | 12 | 867 | i | 28
CC(C)CCN1C(=O)C2(OCCCO2)c2cc(Cl)ccc21 | 0 | 847 | i | 60
COC(=O)C(Cc1ccc(O)cc1)NC(=O)c1ccc2c(c1)OCCO2 (stereo unspecified) | -8 | 764 | i | 22
CC1CCCCN1C(=O)C1CCCN(S(=O)(=O)c2cccc3nsnc23)C1 (stereo unspecified) | -2 | 668 | i | 39
Cc1ccccc1CN1C(=O)c2ccccc2S1(=O)=O | 4 | 810 | i | 30
Fc1ccc(-c2csc(Nc3ccccn3)n2)c(F)c1 | 5 | 850 | i | 58
C=CCN(C(=O)CNC(=O)c1ccco1)C(C(=O)NC1CCCCC1)c1cccnc1 (stereo unspecified) | 15 | 829 | i | 20

Arranged by molar mass (low to high): 3 of the compounds above
SMILES | Lipid droplet | Lipid droplet cells 6.5 µM | T cell modulator | T cell modulator vesicle-bound %
Cc1ccc2cccc(NS(=O)(=O)c3ccccc3)c2n1 | -23 | 703 | i | 15
CN(Cc1ccc(C(F)(F)F)cc1)C(=O)c1ccc2ccccc2n1 | -4 | 792 | i | 26
C=CCN(C(=O)CNC(=O)c1ccco1)C(C(=O)NC1CCCCC1)c1cccnc1 (stereo unspecified) | 15 | 829 | i | 20

Following part
SMILES | Lipid droplet | Lipid droplet cells 6.5 µM | T cell modulator | T cell modulator vesicle-bound %
O=C(O)c1cc(S(=O)(=O)N2CCCCC2)ccc1Cl | -1 | 819 | i | 40
COc1cccc(OC)c1C(=O)NCC12CC3CC(C1)CC(CNC(=O)c1c(OC)cccc1OC)(C3)C2 | 5 | 839 | i | 57
O=C(O)CN1C(=O)/C(=C\c2ccccc2OCc2ccc(Cl)cc2Cl)SC1=S | 2 | 822 | i | 23
CCOC(=O)c1ccc(N(C(=O)c2ccco2)C(C(=O)NC2CCCC2)c2ccncc2)cc1 (stereo unspecified) | -7 | 719 | i | 44
O=C(COc1ccc([N+](=O)[O-])cc1)N(Cc1cccs1)C1CCS(=O)(=O)C1 (stereo unspecified) | -20 | 741 | i | 37
COc1ccc(S(=O)(=O)N2CCCC(C(=O)N3CCN(C)CC3)C2)cc1Cl (stereo unspecified) | -3 | 834 | i | 14
COC(=O)C1=CN(Cc2ccccc2)C=C(C(=O)OC)C1c1cc(F)ccc1F | -23 | 825 | i | 29
O=C(CSc1nc2ccccc2nc1N1CCOCC1)N1CCN(c2ccccc2)CC1 | -30 | 728 | i | 24
Cc1ccccc1CN1CCNC(=O)C1CC(=O)N(C)CCC1CCOCC1 (stereo unspecified) | 1 | 613 | i | 24
CN(Cc1ccco1)S(=O)(=O)c1nnc(NC(=O)c2ccccc2Cl)s1 | -11 | 708 | i | 44
Cc1cccnc1Nc1nc(-c2ccc(F)cc2)cs1 | -9 | 836 | i | 70
CCCCc1nc2cc(C(=O)NC(C)c3cnn(C)c3)ccc2o1 (stereo unspecified) | -18 | 629 | i | 50
CCOCCCNC(=O)C1CCN(Cc2ccc(OCc3ccccc3)c(OC)c2)CC1 | -9 | 793 | i | 50
COc1ccc(CC(=O)N2CCc3cc(OC)c(OC)cc3C2)cc1 | -21 | 828 | i | 27
Cc1cc(C(=O)Nc2cccc(C)c2C)c2ccccc2n1 | -2 | 815 | i | 59
COc1cc(NC(=O)c2ccccc2)ccc1NC(=O)Cc1ccccc1 | 12 | 791 | i | 56
COc1ccc(C(=O)NC2CCCCCC2)cc1OC1CCN(C(C)=O)CC1 | -6 | 775 | i | 14
COc1ccc(C(=O)N(Cc2ccccc2)c2cccc(C)c2)c(OC)c1OC | -1 | 700 | i | 65
COc1cc(C(C(=O)NC2CCCC2)N(C(=O)c2ccco2)c2ccccc2C(C)=O)cc(OC)c1OC (stereo unspecified) | -7 | 798 | i | 41
COc1ccc(C(=O)CCc2ccccc2O)c(OC)c1 | -5 | 806 | i | 18
O=C(NCCCN1CCOCC1)c1ccc2c(c1)N(Cc1ccccc1F)C(=O)c1ccccc1S2=O (stereo unspecified) | -4 | 792 | i | 5
COCCN(C(=O)COC(=O)c1sccc1C)c1c(N)n(Cc2ccccc2)c(=O)[nH]c1=O | -2 | 720 | i | 56
CC(C)[C@H](NC(=O)C1CCN(S(=O)(=O)c2ccc(F)cc2)CC1)C(=O)N1CCCCCC1 | 6 | 710 | i | 7
O=C(c1cccc(Oc2ccc([N+](=O)[O-])cc2Cl)c1)N1CCOCC1 | -4 | 803 | i | 66
Cc1cc(NC(=O)c2ccco2)c(=O)n(Cc2c(F)cccc2Cl)c1 | -3 | 755 | i | 25
CC(C)c1ccc2nc(NC(=O)C3CC3)sc2c1 | 0 | 745 | i | 43
COc1ccc(CCN2CC(C(=O)NCCN3CCCC3=O)CCC2=O)cc1 (stereo unspecified) | 0 | 871 | i | 65
COc1ccc(/C=N/NC(=O)C(=O)N2CCCCCC2)cc1O | 1 | 721 | i | 36
CN(C(=O)C1CCC(=O)N(Cc2cccc(F)c2)C1)C1CCCCC1 (stereo unspecified) | -7 | 680 | i | 34
CCCc1cc(=O)[nH]c(SCC(=O)N2CCC(C)CC2)n1 | 4 | 720 | i | 43
CN(C)c1nc(N(C)C)nc(N(C#N)Cc2ccc(Cl)cc2)n1 | -16 | 809 | i | 22
CC(C)Cn1c(=O)c2ccccc2n2c(CCC(=O)O)nnc12 | -5 | 813 | i | 63
CCOc1ccc(NC(=O)CCNC(=O)C2CCN(S(=O)(=O)c3ccccc3)CC2)cc1 | 4 | 702 | i | 61
COc1ccc(OC)c(-c2nc(C(=O)NCCCN3CCOCC3)cc3c2[nH]c2ccccc23)c1 | 6 | 762 | i | 42
CN1CCN(c2ccc(NC(=S)NC(=O)/C=C/c3ccco3)cc2)CC1 | 10 | 754 | i | 8
O=C(c1cc2ccccc2o1)N1CCN(c2cccc(C(F)(F)F)c2)CC1 | -7 | 666 | i | 34
CCSc1ncc(Cl)c(C(=O)Nc2ccccc2C)n1 | -21 | 712 | i | 37
CCn1cc(C(=O)NCCCN2CCCC(C)C2)c(=O)c2cc(S(=O)(=O)N3CCOCC3)ccc21 (stereo unspecified) | 0 | 803 | i | 15
CC(=O)N1c2ccc(S(=O)(=O)N3CCC(C(=O)NCc4ccccc4)CC3)cc2CC1C (stereo unspecified) | 0 | 771 | i | 1
CCOC(=O)C1CCN(C(=O)CCS(=O)(=O)c2ccc3c(c2)n(C)c(=O)c(=O)n3C)CC1 | -12 | 800 | i | 59

5 entries from above, reformatted:
Every second line gives: Lipid droplet	Lipid droplet cells 6.5 µM	T cell modulator	T cell modulator vesicle-bound %
CN(C)c1nc(N(C)C)nc(N(C#N)Cc2ccc(Cl)cc2)n1
→ -16	809	i	22
CC(C)Cn1c(=O)c2ccccc2n2c(CCC(=O)O)nnc12
→ -5	813	i	63
CCOc1ccc(NC(=O)CCNC(=O)C2CCN(S(=O)(=O)c3ccccc3)CC2)cc1
→ 4	702	i	61
COc1ccc(OC)c(-c2nc(C(=O)NCCCN3CCOCC3)cc3c2[nH]c2ccccc23)c1
→ 6	762	i	42
CN1CCN(c2ccc(NC(=S)NC(=O)/C=C/c3ccco3)cc2)CC1
→ 10	754	i	8

5 entries already listed, arranged by the value under T cell modulator vesicle-bound %, ascending.
SMILES | T cell modulator vesicle-bound %
CC(=O)N1c2ccc(S(=O)(=O)N3CCC(C(=O)NCc4ccccc4)CC3)cc2CC1C (stereo unspecified) | 1
COCCc1ncc(CN2CCCCC2C(=O)Nc2ccc(Oc3ccccc3)nc2)cn1 (stereo unspecified) | 14
COc1ccc(CCN(C)CC(=O)Nc2ccc(F)c(Cl)c2)cc1OC | 18
O=C(O)Cc1sc(NC2CCCCC2)nc1-c1ccc(Cl)cc1 | 41
Cc1cccnc1Nc1nc(-c2ccc(F)cc2)cs1 | 70

Bioassay records: PubChem BioAssay, several laboratories
